Eya2 phos inh: Eya2 (human) phosphatase inhibition; O00167; recombinant Eya2, OMFP fluorescence dephosphorylation (OMFP is methylfluorescein phosphate); Potency, µM (top dose mostly 76.9 µM), inactives show at the highest dose activity, negative = inhibition, usual class: inhibitors; actives 0.006% (n = 330,000); AID 488837; also: potency is read from the fitted curve at half-maximal effect
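Eya2 (0.2 uM) preincubated 10 min at ambient with compound, then OMFP substrate added at 50 uM; 10 min reaction in 50 mM HEPES pH 7.5, 50 mM NaCl, 5 uM MgCl2, 0.05% BSA, 1 mM DTT. Fluorescence read at Ex 485/Em 525 nm.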
GALK inhibitor: inhibitors of human galactokinase; Purified GALK, Kinase-Glo residual ATP luminescence; Potency, µM (doses to about 57.5 µM), without a hit: at the highest dose activity change, negative = inhibition, actives largely listed as inhibitors; actives 0.007% (n = 270,000); AID 1868; also: potency is read from the fitted curve at half-maximal effect
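ATP-depletion format; final 35 uM ATP, 100 uM D-galactose, 5 nM enzyme; pH 8.0 HEPES/Mg2+ buffer; 60 min RT; luminescence read 10 min after detection reagent.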
Chronic BCR inh: chronic active BCR signaling inhibition; Potency, µM (titrated, usually from 46.1 µM), for the others: at the top dose ratio change, negative = lower green/red ratio, hits mostly inhibitors; ABC-DLBCL IkBa-CBG/CBR reporter, luminescence ratio, 4 h; actives 0.05% (n = 340,000); AID 493014; active = well fitted inhibition curve with a large enough effect in the signal ratio, with a control signal flat, not every such curve was filed as active; inconclusive = small, poorly fitted or top-dose-only effect, or effect the other way, or a change in a side signal; the % refers to the signal ratio;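 also: potency is read from the fitted curve at half-maximal effect; plate controls were basal doxycycline-induced cells for no effect and cells given 10 µM MG132 for full effect; MG132 reads +100%, hits lower the ratio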
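Cell line TMD8 (human ABC DLBCL), stably expressing tet-inducible CBG68-IkBa fusion and CBR; IMDM/0.5% FBS; cpd up to 46 uM; dox induction, 4 h, 37C/5% CO2; dual luminescence; green/red ratio; MG132 control.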
Giardia kill: kills Giardia lamblia; actives 0.15% (n = 340,000); activity change, % at 7.66 µM, hits read low; Giardia lamblia trophozoite viability; AID 540267; in the data active = activity change below about -80%; inconclusive = between about -30% and that limit;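 also: parasites exposed to compound for two days anaerobically before the ATP read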
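Luminescence from cellular ATP indicates surviving trophozoites (100 cells/well) following 48 hrs anaerobic compound treatment at 37 deg C; signal develops 15-30 min at room temperature.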
uPA surface inh: cell surface uPA generation inhibition. cell surface uPA generation assay, qHTS. actives 0.31% (n = 330,000). AID 540303. Potency, µM (doses to about 38.3 µM), for the others: top-dose activity change, negative = inhibition, actives largely listed as inhibitors; active = well fitted inhibition curve with a large enough effect; inconclusive = small, poorly fitted or top-dose-only effect; inactive = no such curve, though single readings can be large or run the other way; tested in mouse RAW 264.7 cells; also: potency is read from the fitted curve at half-maximal effect; nearly all actives have a fitted effect of over 55% in size
KCNH2 3.1 inh: KCNH2 3.1 (human) potassium channel inhibition; U2OS KCNH2 3.1, thallium flux FluxOr; hits give low values; activity change, % (tested at about 1.8 µM); actives 0.95% (n = 340,000); AID 720553;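 active = maximum activity change below -70%; inconclusive = maximum activity change from -70% to -50%; inactive = maximum activity change above -50%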;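 also: thallium influx rate constant from kinetic fluorescence after stimulation buffer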
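Kinetic fluorescence (2 min after stimulation buffer) measures Tl+ influx through KCNH2 3.1 expressed by viral transduction in U2OS cells; the rate constant is normalized against DMSO controls serving as positive and negative references.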
PKM2 activator: PKM2 (human) enzyme activation. P14618. purified PKM2, Kinase-Glo ATP luminescence, activation; response scale: 0% is enzyme alone, no compound. Potency, µM (top dose mostly 57.5 µM), for inactives: at the highest dose activation, hits mostly activators. actives 0.34% (n = 260,000); also: potency is read from the fitted curve at half-maximal effect; nearly all actives have a fitted effect of over 55% in size
Target sequence (P14618 whole entry, looked up): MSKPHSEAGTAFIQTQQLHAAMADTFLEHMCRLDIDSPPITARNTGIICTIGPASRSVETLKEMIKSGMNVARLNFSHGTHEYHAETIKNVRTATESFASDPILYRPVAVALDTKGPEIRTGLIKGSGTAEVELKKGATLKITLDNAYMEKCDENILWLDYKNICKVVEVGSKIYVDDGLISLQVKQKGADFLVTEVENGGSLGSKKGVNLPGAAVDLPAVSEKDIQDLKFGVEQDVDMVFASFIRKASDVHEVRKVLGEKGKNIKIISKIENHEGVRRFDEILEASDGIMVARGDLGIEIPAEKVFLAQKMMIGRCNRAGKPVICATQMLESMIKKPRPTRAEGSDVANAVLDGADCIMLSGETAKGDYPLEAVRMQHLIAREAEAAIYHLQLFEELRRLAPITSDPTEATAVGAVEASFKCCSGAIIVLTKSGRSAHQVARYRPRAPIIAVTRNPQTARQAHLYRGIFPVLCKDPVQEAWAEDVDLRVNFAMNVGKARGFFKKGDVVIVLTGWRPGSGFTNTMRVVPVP
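Purified hPK-M2 (>95%) run at intermediate activity with 0.1 mM ADP and 0.5 mM PEP in 50 mM imidazole pH 7.2, KCl, MgCl2; 1 h room temperature. ATP formed read by Kinase-Glo luminescence; normalized to uninhibited and no-enzyme controls.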
B2AR arrestin: beta2AR (human) beta-arrestin recruitment activity. P07550. beta-arrestin recruitment to beta2AR, cell-based reporter. Potency, µM (highest dose often 46.1 µM), without a hit: at the top dose activation, usual class: activators. actives 0.02% (n = 330,000);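 also: potency is read from the fitted curve at half-maximal effect; 0% = DMSO controls and full agonism = EC100 isoproterenol or metaproterenol; nearly all actives have a fitted effect of over 65% in size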
Target sequence (P07550 whole entry, looked up): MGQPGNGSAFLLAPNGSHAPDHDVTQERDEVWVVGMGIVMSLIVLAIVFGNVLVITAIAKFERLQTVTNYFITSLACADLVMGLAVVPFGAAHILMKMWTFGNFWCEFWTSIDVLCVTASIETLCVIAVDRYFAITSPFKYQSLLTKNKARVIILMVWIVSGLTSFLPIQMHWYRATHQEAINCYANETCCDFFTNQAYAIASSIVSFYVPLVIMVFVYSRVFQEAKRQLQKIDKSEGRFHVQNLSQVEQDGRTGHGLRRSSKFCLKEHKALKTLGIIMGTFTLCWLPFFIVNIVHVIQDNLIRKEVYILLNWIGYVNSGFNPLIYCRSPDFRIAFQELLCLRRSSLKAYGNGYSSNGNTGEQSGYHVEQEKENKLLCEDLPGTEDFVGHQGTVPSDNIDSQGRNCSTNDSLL
USP2a block: inhibitors of human ubiquitin-specific protease USP2a; Potency, µM (titrated, usually from 38.3 µM), for inactives: at the top dose activity change, negative = inhibition, actives largely listed as inhibitors; O75604; actives 0.01% (n = 330,000); USP2 core, Ub-CHOP2 coupled fluorogenic reporter, 485/531;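 also: potency is read from the fitted curve at half-maximal effect; plate controls were DMSO wells for no effect and full inhibition by NEM control for full effect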
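Deubiquitinase activity read as fluorescence (485/531 nm) after Ub-CHOP2 cleavage activates the enterokinase reporter on its substrate; USP2 core 10nM, Ub-CHOP2 and substrate 25nM each, 30min compound preincubation then 60min RT; data normalized to NEM, curves fitted.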
KCNH2 WT inh: KCNH2 (human, wildtype) channel inhibition. U2OS, BacMam KCNH2, thallium flux FluxOr; hits give low values. activity change, % at 1.84 µM. actives 0.37% (n = 340,000);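 active = maximum activity change below -70%; inconclusive = maximum activity change between -70% and -50%; inactive = maximum activity change above -50%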
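U2OS cells transduced with wild-type KCNH2 virus are loaded with FluxOr dye for 45 min, and thallium flux is measured in kinetic reads before and after stimulation buffer. Rate constants are normalized to DMSO controls.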
Coupling enz: counter-screen for Giardia aldolase inhibitors: coupling enzyme system. coupling enzyme system counterscreen, AmpLite Red fluorescence. activity change, negative = inhibition, % at 58.2 µM, hits read low. actives 0.67% (n = 290,000). AID 2472; in the data active = activity change below about -30%
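Activity here indicates interference with the coupling reaction, not aldolase inhibition. Compounds at 57.5 uM final met coupling enzymes for 10 min at RT; substrate and AmpLite Red detection followed, with a 525/598 nm fluorescence read after 20 min.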
An asterisk follows results filed as active; ? = inconclusive; . = not tested or not shown; [ ] = dose if it differs, or a comment. Unless noted, calls follow the shape of the dose curve; as a rule, active = well fitted curve in the direction sought with a large enough effect; inconclusive = small, poorly fitted or top-dose-only effect, or another doubt; inactive = no such curve, though single readings can be large; an effect the other way counts as inactive or inconclusive. Unless noted, % is scaled to controls: 0 for no effect and ±100 for the full control effect.

SMILES	Eya2 phos inh	GALK inhibitor	Chronic BCR inh	Giardia kill	uPA surface inh	KCNH2 3.1 inh	PKM2 activator	B2AR arrestin	USP2a block	KCNH2 WT inh	Coupling enz
Nn1c(COc2cccc(Br)c2)nnc1SCC(=O)NCC1CCCO1 (configuration not stated)	-6%	.	?	-9	0%	11	.	0.0%	0%	-2	.
C/C(CCN1CCc2nc(-c3ccccc3)c(-c3ccccc3)cc2C1)=N\O[C@H](C)c1cn([C@H](CO)Cc2ccccc2)nn1	-1%	.	-6%	.	.	.	0%	0.3%	0%	.	3
Cc1ccc(S(=O)(=O)N2CCCC2C(=O)NCCc2ccccc2)cc1 (configuration not stated)	-3%	0%	4%	-4	-14%	3	-1%	0.0%	-3%	18	3
Cc1cc(NC(=O)CCN2C(=O)/C(=C\c3ccccc3)SC2=S)no1	2%	-3%	9%	-12	3%	-25	0%	-0.9%	3%	-3	3
Brc1c(CSc2nncn2-c2ccccc2)nc2ncccn12	3%	0%	-3%	5	0%	-8	-3%	0.2%	4%	-10	4
COc1ccc(N2CCN(S(=O)(=O)c3cc4c(cc3C)NC(=O)CO4)CC2)cc1	15%	.	-2%	9	-4%	-1	5%	0.5%	0%	1	1
COC(=O)/C(=C\c1cc(OC)c(OC)c(OC)c1)c1nc2ccccc2[nH]1	19%	-3%	?	-13	.	8	23%	6.1%	0%	1	-5
O=C(COC(=O)c1ccc(Br)c(S(=O)(=O)N2CCOCC2)c1)NCC1CCCO1 (configuration not stated)	-16%	5%	-1%	-12	-2%	1	-2%	-0.1%	3%	3	0
CCCn1c(SCC(=O)N2CCN(C(=O)c3ccco3)CC2)nc2ccccc2c1=O	6%	10%	?	1	11%	-30	1%	0.1%	1%	9	7
CCN(CC)CCOC(=O)c1cccc(Cl)c1	4%	4%	-2%	-12	2%	-1	-2%	0.5%	0%	18	5
Cc1csc2c(N3CCN(S(=O)(=O)c4ccc(Cl)cc4)CC3)ncnc12	1%	4%	11%	-2	2%	-14	0%	-0.1%	2%	25	0
Cc1ccc(NC(=O)O/N=C/c2ccc(N(C)C)cc2)cc1	15%	-2%	-1%	-20	6%	2	.	0.0%	-1%	-4	-4
Cc1ccc(-c2onc(C)c2C)cc1S(=O)(=O)N1CC(C)Oc2ccccc21 (configuration not stated)	0%	1%	6%	0	-7%	-13	.	0.4%	-11%	6	.
COC(=O)c1ccc(-c2c(-c3ccccc3)ncc3cc(F)ccc23)cc1	7%	.	0%	64[activator]	12%	-7	.	2.8%	0%	35	.
O=C(CCSc1nnc(-c2ccncc2)o1)Nc1ccccc1	-13%	0%	?	9	5%	-11	7%	-0.2%	4%	12	0
CCCCCN(C(=O)CCCSc1nncs1)c1c(N)n(CCCC)c(=O)[nH]c1=O	6%	-3%	6%	-14	8%	10	7%	0.0%	0%	.	3
COc1ccc(C(=O)/C=C/N(C)C)cc1	10%	3%	-1%	-2	1%	-27	-2%	-0.1%	-1%	-8	-4
CCOC(=O)N1CCN(C(=S)NC(=O)c2ccnn2C)CC1	5%	1%	3%	4	-7%	-1	1%	-1.5%	2%	5	0
COc1ccc(-c2coc3c(C)c4oc(=O)c(CCC(=O)O)c(C)c4cc23)cc1	-5%	1%	-11%	0	1%	2	.	-0.6%	4%	-18	-8
O=C(O)CNS(=O)(=O)c1ccc2c(c1)C(=O)c1cc(S(=O)(=O)NCC(=O)O)ccc1-2	-17%	-4%	4%	-11	9%	3	-3%[11.5 µM]	0.0%	2%	-10	1
CC1(C)OC(c2ccccc2)=C/C(=C/C=Nc2ccccc2)O1	-2%	-7%	?	1	-3%	-10	2%	-0.1%	0%	1	-5
Cc1ccc(S(=O)(=O)c2c(C)nn(C(C)(C)C)c2OC(=O)c2ccco2)cc1	-13%	0%	?	-8	-3%	1	-11%	-0.4%	-1%	-23	0
COc1ccc(-c2csc3ncnc(NCCCO)c23)cc1	-3%	3%	-20%	-4	-3%	5	-3%	-0.4%	-1%	6	0
O=C(c1c(F)c(F)c(F)c(F)c1F)N(Cc1ccccc1)Cc1ccccc1	-5%	2%	17%	-7	-3%	-21	5%	-0.3%	0%	-8	1
COc1cc(C(c2sc3nc(C)nn3c2O)N2CCc3ccccc3C2)cc(OC)c1OC (configuration not stated)	2%	0%	3%	-11	13%	8	-1%	3.0%	1%	12	-5
COc1ccc(C(NC(=O)c2ccc(=O)[nH]c2)C(=O)Nc2ccc(C(C)C)cc2)cc1 (configuration not stated)	-2%	-1%	?	16	2%	-1	-4%	-0.2%	-6%	-17	-2
COc1cc2ccccc2cc1C(=O)N(CCN(C)C)c1nc2c(F)cc(F)cc2s1	5%	4%	2%	20	-12%	?	-7%	0.4%	-2%	3	-6
CCCCCC(=O)Nc1cccc(C2=NOC3(C2)C[C@H](C(N)=O)N(C(=O)CC)C3)c1 (some centres not stated)	-11%	0%	?	6	23%	0	3%	-0.6%	13%	-1	0
Cc1ccc2nc(SCC(=O)N3CCOCC3)[nH]c2c1	0%	5%	?	6	-6%	-16	5%	0.0%	2%	0	-1
COc1ccc(NC(=O)c2cc(S(=O)(=O)N3CCCC3)ccc2OC)cc1	?	4%	4%	-8	7%	-4	.	0.3%	-2%	-11	-3
CCOc1ccc(Br)cc1S(=O)(=O)N1CCC(C(N)=O)CC1	-6%	5%	0%	21	-4%	-2	-1%	0.0%	3%	-7	-1
O=C(NCO)c1cccnc1	.	.	.	?	17%	-3	.	.	.	-1	0
CC(C)Cc1nnc(NC(=O)CCC(=O)N2CCN(Cc3ccccc3)CC2)s1	-8%	9%	-15%	-3	-3%	4	-3%	-0.8%	-1%	16	3
COc1ccc(C2C(C(C)=O)=C(C)Nc3ncnn32)cc1 (configuration not stated)	0%	1%	3%	-4	-1%	8	-3%	-0.4%	3%	-2	1
CCC(C)(C)NC(=O)C(c1cccc(OC)c1OC)N(CCC(C)C)C(=O)CCC(=O)Nc1cc(C)on1 (configuration not stated)	-9%	0%	4%	28	3%	-2	6%	0.0%	8%	1	1

Shown with values under each structure: entries from further up
Every second line gives: Eya2 phos inh, GALK inhibitor, Chronic BCR inh, Giardia kill, uPA surface inh, KCNH2 3.1 inh, PKM2 activator, B2AR arrestin, USP2a block, KCNH2 WT inh, Coupling enz
O=C(c1c(F)c(F)c(F)c(F)c1F)N(Cc1ccccc1)Cc1ccccc1
→ -5%, 2%, 17%, -7, -3%, -21, 5%, -0.3%, 0%, -8, 1
COc1cc(C(c2sc3nc(C)nn3c2O)N2CCc3ccccc3C2)cc(OC)c1OC (configuration not stated)
→ 2%, 0%, 3%, -11, 13%, 8, -1%, 3.0%, 1%, 12, -5
COc1ccc(C(NC(=O)c2ccc(=O)[nH]c2)C(=O)Nc2ccc(C(C)C)cc2)cc1 (configuration not stated)
→ -2%, -1%, ?, 16, 2%, -1, -4%, -0.2%, -6%, -17, -2
COc1cc2ccccc2cc1C(=O)N(CCN(C)C)c1nc2c(F)cc(F)cc2s1
→ 5%, 4%, 2%, 20, -12%, ?, -7%, 0.4%, -2%, 3, -6
CCCCCC(=O)Nc1cccc(C2=NOC3(C2)C[C@H](C(N)=O)N(C(=O)CC)C3)c1 (some centres not stated)
→ -11%, 0%, ?, 6, 23%, 0, 3%, -0.6%, 13%, -1, 0
Cc1ccc2nc(SCC(=O)N3CCOCC3)[nH]c2c1
→ 0%, 5%, ?, 6, -6%, -16, 5%, 0.0%, 2%, 0, -1
COc1ccc(NC(=O)c2cc(S(=O)(=O)N3CCCC3)ccc2OC)cc1
→ ?, 4%, 4%, -8, 7%, -4, ., 0.3%, -2%, -11, -3
CCOc1ccc(Br)cc1S(=O)(=O)N1CCC(C(N)=O)CC1
→ -6%, 5%, 0%, 21, -4%, -2, -1%, 0.0%, 3%, -7, -1
O=C(NCO)c1cccnc1
→ ., ., ., ?, 17%, -3, ., ., ., -1, 0

Bioassay records (PubChem BioAssay)
